Giardia killer: Giardia lamblia killing | activity change, % at 7.66 µM, hits read low | 340,000 compounds, 0.15% hits | Giardia lamblia trophozoite viability; in the data active means activity change below about -80%; inconclusive means between about -30% and that limit;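 further: parasites exposed to compound for two days anaerobically before the ATP read; on the % scale 0 is the no-effect control and ±100 the full control effect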
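Anaerobic 48 hrs incubation at 37 deg C of 100 trophozoites/well with test compounds; ATPLite 1-Step luminescence, 15-30 min RT, reports cellular ATP as viability.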
hERG WT inh: blocks the wildtype human KCNH2 potassium channel; 340,000 compounds, 0.37% hits; AID 720551; Q12809; U2OS, BacMam KCNH2, thallium flux FluxOr; active compounds read low; activity change, % at 1.84 µM;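 active means maximum activity change below -70%; inconclusive means maximum activity change between -70% and -50%; inactive means maximum activity change above -50%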; further: on the % scale 0 is the no-effect control and ±100 the full control effect
Target sequence (Q12809 whole entry, looked up): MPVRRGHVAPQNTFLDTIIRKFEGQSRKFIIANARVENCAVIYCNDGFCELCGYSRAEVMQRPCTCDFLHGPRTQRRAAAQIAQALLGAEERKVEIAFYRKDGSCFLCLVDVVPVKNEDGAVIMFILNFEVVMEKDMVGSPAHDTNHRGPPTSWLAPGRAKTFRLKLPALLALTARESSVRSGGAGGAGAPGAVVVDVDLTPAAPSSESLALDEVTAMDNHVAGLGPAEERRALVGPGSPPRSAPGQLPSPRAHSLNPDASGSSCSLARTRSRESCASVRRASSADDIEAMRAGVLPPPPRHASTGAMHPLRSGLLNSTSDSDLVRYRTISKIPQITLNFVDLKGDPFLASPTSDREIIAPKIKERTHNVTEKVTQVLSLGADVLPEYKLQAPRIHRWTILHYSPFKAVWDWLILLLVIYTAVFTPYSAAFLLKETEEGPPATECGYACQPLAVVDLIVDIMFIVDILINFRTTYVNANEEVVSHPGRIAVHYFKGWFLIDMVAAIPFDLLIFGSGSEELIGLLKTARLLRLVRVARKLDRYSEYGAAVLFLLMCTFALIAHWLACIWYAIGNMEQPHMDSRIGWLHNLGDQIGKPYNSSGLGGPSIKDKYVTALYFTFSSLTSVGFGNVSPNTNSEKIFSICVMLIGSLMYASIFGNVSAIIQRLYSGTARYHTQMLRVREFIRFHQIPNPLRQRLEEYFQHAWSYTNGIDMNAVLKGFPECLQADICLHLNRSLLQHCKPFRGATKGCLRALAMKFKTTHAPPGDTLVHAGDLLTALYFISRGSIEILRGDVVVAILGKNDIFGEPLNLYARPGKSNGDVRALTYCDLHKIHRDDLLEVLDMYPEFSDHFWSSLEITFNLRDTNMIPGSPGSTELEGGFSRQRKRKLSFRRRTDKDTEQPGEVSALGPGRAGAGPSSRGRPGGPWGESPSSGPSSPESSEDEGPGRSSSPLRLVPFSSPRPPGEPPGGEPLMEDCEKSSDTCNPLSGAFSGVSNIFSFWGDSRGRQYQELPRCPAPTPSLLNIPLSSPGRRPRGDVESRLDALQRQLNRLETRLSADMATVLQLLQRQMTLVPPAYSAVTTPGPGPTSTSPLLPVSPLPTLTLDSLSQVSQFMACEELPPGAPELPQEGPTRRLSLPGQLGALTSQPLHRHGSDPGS
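U2OS cells were transduced with wild-type KCNH2 virus (2.03 x 10^8 / mL) for 4 h at room temperature, then cultured overnight at 37 C. Thallium flux was read with FluxOr dye. Rate constants were normalized to DMSO controls.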
TCR act: T cell receptor activation; primary human leukocytes, anti-CD3, IL-2 HTRF, 48 h; Potency, µM (highest dose often 9.22 µM), for inactives: at the highest dose activation of IL-2 secretion, usual class: activators; 330,000 tested, under 10 active; AID 504894; active means well fitted activation curve with a large enough effect; inconclusive means small, poorly fitted or top-dose-only effect, or another doubt; inactive means no such curve, though single readings can be large or run the other way; further: % of control where 0% means no effect
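Human primary leukocytes + a-CD3 beads + cpd, 48 hr; IL-2 in supernatant by HTRF (ex 320nm / em 665nm). No co-stimulatory signal supplied.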
Coupling enz: coupling enzyme interference in Giardia aldolase counter-screen. AID 2472. coupling enzyme system counterscreen, AmpLite Red fluorescence. 290,000 compounds, 0.67% hits. activity change, negative = inhibition, % at 58.2 µM, hits read low; in the data active means activity change below about -30%; further: on the % scale 0 is the no-effect control and ±100 the full control effect
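Activity here indicates interference with the coupling reaction, not aldolase inhibition. Compounds at 57.5 uM final met coupling enzymes for 10 min at RT; substrate and AmpLite Red detection followed, with a 525/598 nm fluorescence read after 20 min.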
BCR signal inh: inhibitors of chronic active B-cell receptor signaling | ABC-DLBCL IkBa-CBG/CBR reporter, luminescence ratio, 4 h | Potency, µM (doses to about 46.1 µM), without a hit: at the highest dose ratio change, negative = lower green/red ratio, most hits filed as inhibitors | 340,000 compounds, 0.05% hits; active means well fitted inhibition curve with a large enough effect in the signal ratio, with a control signal flat, not every such curve was filed as active; inconclusive means small, poorly fitted or top-dose-only effect, or effect the other way, or a change in a side signal; the % refers to the signal ratio;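 further: potency means the concentration at half of the fitted maximal effect; plate controls were basal doxycycline-induced cells for no effect and cells given 10 µM MG132 for full effect; MG132 reads +100%, hits lower the ratio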
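Concentration-response series (up to 46 uM) were applied to TMD8 dual-reporter cells for 4 h at 37C with doxycycline. Green/red ratio, after filter-overlap correction, defined %Activity; red signal alone was normalised to basal cells and zero luminescence.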
* marks the source's active call; other numbers are inactive results; u = inconclusive; x = not tested or not shown; [ ] = another dose, or the depositor's remark.

| structure | Giardia killer | hERG WT inh | TCR act | Coupling enz | BCR signal inh |
| --- | --- | --- | --- | --- | --- |
| C[C@H](O)[C@@H]1C(=O)N2CCc3ccc(N4CCN(C)CC4)cc3[C@@H]2C[C@@H]1N(C)C(=O)c1cccnc1 | x | -3.7 | x | x | x |
| CC(C)Oc1ccc(S(=O)(=O)N2CCOCC2)cc1NC(=O)CSC(=S)N1CCCC1 | x | -34.0 | x | x | x |
| O=C(C[C@H]1C[C@@H]2c3cc(NC(=O)c4ccc5c(c4)OCO5)ccc3O[C@@H]2[C@H](CO)O1)NCc1cc(F)ccc1F | x | 2.2 | x | x | x |
| O=C(CC1CC1)Nc1ccc2c(c1)[C@H]1C[C@H](CC(=O)N3CCc4ccccc4C3)O[C@@H](CO)[C@H]1O2 | x | 3.3 | x | x | x |
| O=C(CN1C(=O)NC2(CCc3ccccc32)C1=O)Nc1ccc(Cl)cc1F (stereo not given) | x | -17.5 | x | x | x |
| Cc1cccc(NC(=O)COC(=O)CN2C(=O)c3ccccc3C2=O)c1C | x | 6.9 | x | x | x |
| COc1ccc(NC(=O)COC(=O)C2CCCN2C(=O)OC(C)(C)C)cc1Cl (stereo not given) | x | -8.6 | x | x | x |
| N#Cc1ccc(NN=Nc2ccccc2C#N)cc1 | x | -1.2 | x | x | x |
| O=C(Nc1cccc(Cl)c1)c1nc[nH]c1C(=O)Nc1ccccc1F | x | -70.7* | x | x | x |
| COC(=O)C1(C)CCCC2(C)C1CCC13OCC(CC21)C(O)(C(C)C)C3O (stereo not given) | x | 9.5 | x | x | x |
| CC1CC(C)(C)CC2(C1)NC(=O)N(CC(=O)Nc1ccc3c(c1)OCO3)C2=O (stereo not given) | x | 0.5 | x | x | x |
| CC(C)(C)OC(=O)NCCCCCNC(=O)c1[nH]cnc1C(=O)Nc1cc(Br)ccc1F | x | 3.8 | x | x | x |
| COc1ccc2cc(/C(C)=N/NC(=O)c3cc(C)oc3C)ccc2c1 | x | 9.8 | x | x | x |
| CCCCCCN1C[C@H](n2cc(COC(=O)c3ccccc3)nn2)[C@@H](O)C[C@@H]1c1ccc(C)cc1 | x | 0.9 | x | x | x |
| CCN1CCc2c(sc(NC(=O)CSc3ccccc3)c2-c2nc3ccccc3s2)C1 | 8.7 | x | x | x | -1.9% |
| Cn1nnc2c(N3CCCCC3)ncnc21 | 12.5 | x | x | x | u |
| CCN(CC)c1ccc2cc(-c3nnc(Nc4ccc(C)cc4)s3)c(=O)oc2c1 | -27.3 | x | x | x | 14.0% |
| C=CCc1cccc2cc(-c3nc4ccc(C)cc4[nH]3)c(=O)oc12 | 8.2 | x | x | x | u |
| Cc1ccc(-c2nc3scc(CCNS(=O)(=O)c4ccc(Oc5ccccc5)cc4)n3n2)cc1 | 2.1 | x | x | x | u |
| COc1ccc(Cl)cc1NC(=O)c1c(NCc2sccc2C)sc2c1CCCC2 | 20.3 | x | x | x | 3.4% |
| c1ccc(-c2ccc3sccc3n2)cc1 | -3.8 | x | -5.7% | x | x |
| O=c1c2ccccc2oc2ccc(C#CC3(O)CCCCC3)cc12 | u | x | -10.9% | x | x |
| O=C(O)c1ccc(-c2noc(-c3ccccc3C(F)(F)F)n2)cc1 | 4.4 | x | 2.3% | x | x |
| COc1ccc(CNc2ccc(N3CCN(C(C)=O)CC3)cc2)cc1OC | -5.2 | x | 4.2% | x | x |
| CC(=O)Oc1ccccc1C(=O)Nc1ccccc1 | 2.7 | x | 1.3% | x | x |
| Cc1cccc(Nc2nc(NCCO)nc(N3CCCC3)n2)c1 | 10.5 | x | -1.0% | x | x |
| O=C(Nc1ccc(Cl)c(C(F)(F)F)c1)[C@@H]1CC=C[C@@H]2CCN(Cc3ccc(Cl)c(Cl)c3)C(=O)[C@@H]21 | -0.7 | x | 3.2% | x | x |
| Oc1ccc(Cl)cc1Nc1nc(NCC2CCCO2)c2ccccc2n1 (stereo not given) | 7.2 | x | -0.7% | x | x |
| COC(C[C@@H]1O[C@H]1C(=O)COCc1ccccc1)OC | 9.8 | x | -1.4% | x | x |
| Cc1ccccc1CN1C(=O)[C@@H]2Cc3c([nH]c4ccccc34)C(C)(C)N2C1=O | -17.4 | x | -0.3% | x | x |
| CC1(C)c2[nH]c3ccccc3c2C[C@@H]2C(=O)N(Cc3ccco3)C(=O)N21 | -10.6 | x | 0.9% | x | x |
| COc1ccccc1Nc1nc(NCCO)nc(N2CCCC2)n1 | -5.5 | x | -2.8% | x | x |
| CCCOc1ccc(Cl)cc1Nc1nc(NCCO)nc(N2CCCC2)n1 | -10.3 | x | -4.3% | x | x |
| CC(C)(C)n1nc(Cc2cccc3ccccc23)c(C#N)c1N | 7.5 | x | -5.1% | x | x |
| COc1ccccc1Nc1nc(N2CCCC2)nc(N2CCOCC2)n1 | 2.0 | x | 0.3% | x | x |
| Cc1nc(-c2ccccc2)sc1C1(C)CC(c2cccc(F)c2)=NO1 (stereo not given) | 35.6[activator] | x | -5.8% | x | x |
| NC(=O)c1ccccc1Nc1nc(NCCO)nc(N2CCCC2)n1 | -28.3 | x | 4.5% | x | x |
| CC(C)Oc1cc(C(=O)N2CCC(N3CCCCC3)CC2)ccc1Nc1nnc(Cl)c(Nc2ccccc2S(C)(=O)=O)n1 | 5.5 | x | 1.2% | x | x |
| COc1ccc(CC2NCCC3=CC(=O)CCC32)cc1O (stereo not given) | 4.6 | x | 2.2% | x | x |
| CC(C)CC(CO)N1CCN(C(=O)c2ccc(Cl)c(Cl)c2)CCC1=O (stereo not given) | 14.6 | x | 7.1% | x | x |

Grouped by structure: those above containing a furan ring, fused or not
| structure | Giardia killer | hERG WT inh | TCR act | Coupling enz | BCR signal inh |
| --- | --- | --- | --- | --- | --- |
| COc1ccc2cc(/C(C)=N/NC(=O)c3cc(C)oc3C)ccc2c1 | x | 9.8 | x | x | x |
| CC1(C)c2[nH]c3ccccc3c2C[C@@H]2C(=O)N(Cc3ccco3)C(=O)N21 | -10.6 | x | 0.9% | x | x |

The list goes on.
Results follow in this order: Giardia killer | hERG WT inh | TCR act | Coupling enz | BCR signal inh
- OCCNc1nc(Nc2ccccc2Oc2ccccc2)nc(N2CCCC2)n1
 : 7.5 | x | 1.7% | x | x
- CSc1ncc(CNc2cc([N+](=O)[O-])ccc2C)c(N)n1
 : -29.0 | x | -2.1% | x | x
- O=S1(=O)CCOC[C@H](Cc2ccccc2)N1Cc1ccc(Cl)cc1
 : 4.4 | x | -3.9% | x | x
- CCOC(=O)C1=C(C)N(CCCCCC(=O)O)C(=O)NC1c1ccccc1OS(=O)(=O)c1ccc(C)cc1 (stereo not given)
 : -20.7 | x | -3.4% | x | x
- O=C(O)c1ccc(-c2noc(-c3ccc(F)cc3)n2)cc1
 : -2.8 | x | -8.0% | x | x
- C#CCNC(=O)C1=C[C@@H](c2ccccc2)C[C@@H](OCCCCO)O1
 : 9.9 | x | -2.8% | x | x
- CCOC(=O)c1sc(SCc2ccccc2)c2c1CC(C)(C)CC2=O
 : -10.2 | x | 7.9% | x | x
- COc1cccc(CN2C(=O)[C@H]3Cc4c([nH]c5ccccc45)C(C)(C)N3C2=O)c1
 : -18.3 | x | 11.3% | x | x
- O=C(Nc1ccccc1)[C@@H]1CC=C[C@@H]2CCN(Cc3ccccc3)C(=O)[C@@H]21
 : u | x | -10.2% | x | x
- COc1cccc(Nc2nc(NCCO)nc(N3CCCC3)n2)c1
 : 22.2 | x | -1.7% | x | x
- COc1ccc(CN2C(=O)[C@H]3Cc4c([nH]c5ccccc45)C(C)(C)N3C2=O)cc1
 : 14.6 | x | 1.8% | x | x
- COc1ccc(-c2ccc3sc4ccccc4c(=O)c3c2)cn1
 : -18.2 | x | -5.3% | x | x
- Cc1ccc(CN2C(=O)[C@@H]3Cc4c([nH]c5ccccc45)C(C)(C)N3C2=O)cc1
 : 13.4 | x | -6.8% | x | x
- CCOC(=O)CCc1cnccc1-c1cccc(OC)c1O
 : -7.8 | x | 0.8% | x | x
- Cc1ccccc1CN1[C@@H](Cc2ccccc2)COCCS1(=O)=O
 : -14.1 | x | -0.4% | x | x
- O=C(O)c1ccc(-c2noc(-c3ccccc3F)n2)cc1
 : 0.3 | x | 3.0% | 15.3 | x
- CCOC(=O)CN1C(=O)N[C@@H](CCc2ccccc2)C(C(=O)OC)=C1C
 : -1.6 | x | 7.3% | 0.8 | x
- COC(=O)C1=C(C(=O)OC)[C@@H]2N(C)c3ccccc3[C@@]23C[C@@H](CO)N=C3N1
 : -3.1 | x | -1.7% | -1.2 | x
- COC(=O)C1=C(C(=O)OC)[C@@H]2N(C)c3ccc(OC)cc3[C@@]23C[C@@H](C(=O)OC)N(C(=O)c2ccco2)C3=N1
 : 10.1 | x | -0.3% | 1.1 | x
- CCOC(=O)N1CCN(S(=O)(=O)N2CCCC(C(=O)NCc3cc(Br)ccc3OC)C2)CC1 (stereo not given)
 : x | 17.8 | x | x | -1.2%
- O=C(Nc1ccccc1Cl)c1cc(S(=O)(=O)N2CCC3(CC2)OCCO3)ccc1F
 : x | -5.3 | x | x | -0.5%
- COc1ccc(CNC(=O)c2ccc(CS(=O)(=O)c3ccc(OC)cc3)o2)cc1
 : x | 2.6 | x | x | -13.8%
- Cc1ccccc1Nc1nn2c(=O)c3ccc(C(=O)N4CCCC(C)C4)cc3nc2s1 (stereo not given)
 : x | -4.6 | x | x | -15.6%
- Cc1cc([N+](=O)[O-])c(NC2CCCCC2)c([N+](=O)[O-])c1
 : 15.4 | -1.7 | x | x | x
- COc1ccc(-c2nn3c(-c4cccc(C)c4)nnc3s2)cc1OC
 : -6.5 | 27.7 | x | x | x
- COCCNC(=S)N1CCC(C(=O)c2ccc(F)cc2)CC1
 : 68.2[activator] | 1.9 | x | x | x
- O=C(CCc1nc2ccccc2c(=O)[nH]1)N1CCN(S(=O)(=O)c2cc(Cl)ccc2Cl)CC1
 : 0.1 | 0.3 | x | x | x
- COc1cc(CNC(=O)c2cnccn2)cc(OC)c1
 : 23.9 | -7.3 | x | x | x
- Cc1ccc(S(=O)(=O)N2CCN(C(=O)C3CCN(c4ncnc5sc(C)c(C)c45)CC3)CC2)c(C)c1
 : 18.3 | 0.9 | x | x | x
- COC(=O)c1cc2c(=O)n3ccccc3nc2n(Cc2cccnc2)c1=N
 : -7.4 | 0.7 | x | x | x
- CN1CCN(S(=O)(=O)c2cccc([N+](=O)[O-])c2)CC1
 : 1.9 | 1.4 | x | x | x
- O=[N+]([O-])c1ccc(N2CCN(c3ccc(Cl)nn3)CC2)cc1NC1CC1
 : -0.1 | -5.4 | x | x | x
- CCOc1ccc(-n2c(SC(C)C(=O)OC)nc3c(c2=O)SCC3)cc1 (stereo not given)
 : 3.4 | -14.8 | x | x | x
- CCCCOc1ccccc1C1NC(=O)NC(C)=C1C(=O)OCCOC (stereo not given)
 : -12.9 | -26.2 | x | x | x
- CN(C)C(=O)CSc1nnc(-c2ccco2)n1-c1ccccc1
 : 4.9 | 6.4 | x | x | x
- O=C(NCC(c1cccnc1)N1CCN(c2ccccc2)CC1)c1ccco1 (stereo not given)
 : -14.0 | -3.6 | x | x | x
- COc1ccc(N2CCN(CC(=O)Nc3ccc(C)cc3Br)CC2)cc1
 : 15.2 | -5.6 | x | x | x
- O=C(OCC1CCNCC1)c1ccc(F)cc1
 : -15.4 | -12.1 | x | x | x
- O=C(c1ccco1)N1CCN(c2ccc(Cl)c(Cl)c2)CC1
 : -11.1 | 7.2 | x | x | x

Retrieved by structure from the entries so far, 4 records:
Results follow in this order: Giardia killer | hERG WT inh | TCR act | Coupling enz | BCR signal inh
- CCOc1ccc(-n2c(SC(C)C(=O)OC)nc3c(c2=O)SCC3)cc1 (stereo not given)
 : 3.4 | -14.8 | x | x | x
- COc1ccc(-c2nn3c(-c4cccc(C)c4)nnc3s2)cc1OC
 : -6.5 | 27.7 | x | x | x
- COc1cc(CNC(=O)c2cnccn2)cc(OC)c1
 : 23.9 | -7.3 | x | x | x
- COc1ccc(N2CCN(CC(=O)Nc3ccc(C)cc3Br)CC2)cc1
 : 15.2 | -5.6 | x | x | x

These rows are one share of the data; rates above refer to the full screens.
